14-3-3 PPI: modulators of 14-3-3 gamma protein binding, primary screen, biochemical, fluorescence polarization; FP, 14-3-3gamma / TMR-pS259-Raf peptide binding; inhibition, % at 40 µM; actives 0.19% (n = 160,000); 14-3-3 protein gamma (Homo sapiens), P61981; in the data active means inhibition above about 30%;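 further: 0% = protein plus tracer without compound and 100% = blank with tracer alone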
Target sequence (P61981 whole entry, looked up): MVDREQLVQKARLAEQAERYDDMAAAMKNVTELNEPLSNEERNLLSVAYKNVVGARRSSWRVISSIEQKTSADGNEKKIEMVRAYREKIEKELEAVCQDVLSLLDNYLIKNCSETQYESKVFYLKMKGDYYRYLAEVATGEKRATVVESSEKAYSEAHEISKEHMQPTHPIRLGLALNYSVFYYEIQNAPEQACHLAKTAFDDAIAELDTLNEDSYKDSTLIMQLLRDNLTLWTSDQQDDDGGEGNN
The depositor's hits bear a star; & = joins results of further samples. Only part of the results is shown; count on the stated rates, not on these rows.

14-3-3 PPI	structure
-4	Cc1cc(C)cc(NC(=O)Cn2c3ccccc3c(=O)c3ccc(Cl)cc32)c1
-7	COc1cccc(NS(=O)(=O)c2cc(Br)cc3c2N(C(=O)C2CC2)CC3)c1
-3	CCOc1ccc(NC(=O)CSc2nc3ccccc3c(=O)n2CCNC(C)=O)cc1
-12	Cc1[nH]c2ccccc2c1SCCNC(=O)c1ccc(S(=O)(=O)N2CCCCC2)cc1
4	COc1ccc(-c2nn(CC(=O)N(C)C)c(=O)c3ccccc23)cc1
13	COc1ccc(Cn2c(=O)[nH]c3cc(C(=O)NCC4CCCO4)ccc3c2=O)cc1 (stereo unspecified)
-7	O=C(Nc1ccccc1C(=O)N1CCOCC1)C1CCCO1 (stereo unspecified)
-4	O=C(CCCCCn1c(=S)[nH]c2ccc(Br)cc2c1=O)N1CCN(c2ccccc2)CC1
-4	CCOC(=O)c1ccc(OCc2nc(-c3cccs3)no2)cc1
5	COc1cccc(C(=O)N2CCN=C2SCc2cc(C)ccc2C)c1
-7	Cn1c(=O)[nH]c(=O)c2c1nc(N1CCCCC1)n2CCOc1ccccc1
-1	CCCc1cc(C(=O)N2CCN(S(=O)(=O)c3ccc(OC)c(OC)c3)CC2)cs1
-2	Cc1nn(-c2ccccc2)c(OC(=O)CC(C)C)c1Sc1ccccc1[N+](=O)[O-]
-6	Cc1ccc(NC(=O)c2cc3c(ccc4ccccc43)oc2=N)cc1C
-9	COc1ccc(C2/C(=C(\O)c3ccc(C)cc3)C(=O)C(=O)N2c2ccc(OC)cc2)cc1 (stereo unspecified)
-6	COc1ccc(NC(=O)CCNS(=O)(=O)c2cccc3nsnc23)c(OC)c1
-6	O=c1oc2ccccc2cc1-c1csc(-c2ccc(Br)cc2)n1
-18	Cc1cccc2oc(-c3cc(N=Cc4cc5c(cc4Br)OCO5)ccc3O)nc12
-3	CN1C(=O)N(C)C2NC(=S)NNC21 (stereo unspecified)
2	CC(=O)SCCC(=O)N1C(C)CCCC1C(=O)O (stereo unspecified)
-1	CC1CCCC(C)N1S(=O)(=O)c1ccc(NC(=O)CNCC2CCCO2)cc1 (stereo unspecified)
-9	CC1(C)CC(=O)C=C(N2CCOCC2)C1
-66	COc1ccc(CN2CCC(CNC(=O)NC3CCCCC3)CC2)cc1
-4	O=C(Nc1ccc2c(c1)OCO2)c1cccc2c1C(=O)N(Cc1cccnc1)C2
-8	CN1C(=O)N(C)C2C1NC(=O)N2CCC(=O)O (stereo unspecified)
-4	c1ccc(Nc2c(-c3c[nH]c4ccccc34)nc3ccccn23)cc1
-4	Cc1ncoc1C(=O)Nc1ccccc1-c1ccccc1
2	Oc1cc(O)c(C(O)(C(F)(F)F)C(F)(F)F)c(O)c1
-2	Cc1ccc(S(=O)(=O)c2ccc(Cl)cc2)cc1S(=O)(=O)N1CCOCC1
-26	CC(C)CCN1C(=O)C2C(C(=O)Nc3ccc(Cl)cc3)C3C=CC2(O3)C1C(=O)NC1CCCC(C)C1C (stereo unspecified)
2	COc1cc(OC)c(CN2CCN(c3ccc(F)cc3)CC2)cc1Br
133*	CCN(CC)c1ccc2cc(C(=O)NC(C)=O)c(=Nc3ccccc3OC)oc2c1
5	NC(=O)CSc1nc2ccccc2n1Cc1ccccc1F
-3	N=c1n(CCN2CCOCC2)c2ccccc2n1CC(O)COc1ccccc1 (stereo unspecified)
8	CCOC(=O)C1=C(C)Nc2nc(SCc3ccccc3C)nn2C1c1ccc(F)cc1 (stereo unspecified)
-11	CCOC(=O)CS(=O)(=O)c1ccc(C(=O)NCc2cccnc2)cc1[N+](=O)[O-]
-12	COc1ccccc1N1CCN(S(=O)(=O)c2c(C)sc3ncn(CC(=O)Nc4ccc5c(c4)OCCO5)c(=O)c23)CC1
-3	CCOCCCNC(=O)CCN1C(=O)C(C)Oc2ccc(C)cc21 (stereo unspecified)
4	COc1ccc(C2C3=C(Nc4ncnn42)c2ccccc2OC3c2ccc(SC)cc2)cc1 (stereo unspecified)
-4	Cc1cc2cc(CNC(=O)Nc3ccccc3)ccc2[nH]1
-10	Cc1cc2ccccc2n1CCNC(=O)C1CCCC1
-1	COc1ccc(OCC(=O)Nc2ccc(NC(=O)c3ccco3)cc2)cc1
-1	O=C(c1cccc(F)c1)N1CCC(N2CCCCCC2)CC1
-3	C=CC(C)n1c(Br)nc2c1c(=O)[nH]c(=O)n2C (stereo unspecified)
-13	CCN1C(=O)/C(=C\N2CCCc3ccccc32)SC1=S
-18	O=C(Nc1ccc2c(c1)OCO2)C1CCCN(S(=O)(=O)Cc2ccccc2)C1 (stereo unspecified)
-3	NC(=O)c1c(N)sc(=S)n1-c1ccccc1
1	COc1ccc2nc(NC(=O)c3ccc(Cl)c([N+](=O)[O-])c3)sc2c1
-10&-4	Cc1ccc(CCNC(=O)C2CCCN(c3nc4ccccc4o3)C2)cc1 (stereo unspecified)
-10	COc1ccc(-c2nnc3sc(CN4C(=O)c5ccccc5C4=O)nn23)cc1
5	COc1ccc(CCN(CC(=O)NC2CCCC2)C(=O)CCC(=O)Nc2cc(C)on2)cc1OC
4	O=C(COc1ccc2ccccc2c1)N1CCCC1
2	Cc1cccc(-n2ncc3c(NCCCn4ccnc4)ncnc32)c1
2	O=S(=O)(NC1=NCCC1)c1cccs1
0	Cc1ccc(CSc2nc3ccccc3c(=O)n2Cc2ccccc2)cc1
16	NC(=O)C1CCN(C(=O)c2cccn3c(=O)c4c5c(sc4nc23)CCCC5)CC1
6	COc1ccccc1C1C(C(=O)Nc2cccc(C(F)(F)F)c2)=C(C)NC2=C1C(=O)CC(C)(C)C2 (stereo unspecified)
-1	Cc1ccc(OCC(=O)Nc2ccccc2Cl)cc1C
-7	CCS(=O)(=O)n1nc(-c2ccccc2)nc1N
-8	Cc1ccc(NC(=O)CSc2nnc(CSc3nc(C)cc(C)n3)n2Cc2ccco2)c(C)c1

19 entries from above, with tabs:
Compound	14-3-3 PPI
COc1ccc(C2C3=C(Nc4ncnn42)c2ccccc2OC3c2ccc(SC)cc2)cc1 (stereo unspecified)	4
Cc1cc2cc(CNC(=O)Nc3ccccc3)ccc2[nH]1	-4
Cc1cc2ccccc2n1CCNC(=O)C1CCCC1	-10
COc1ccc(OCC(=O)Nc2ccc(NC(=O)c3ccco3)cc2)cc1	-1
O=C(c1cccc(F)c1)N1CCC(N2CCCCCC2)CC1	-1
C=CC(C)n1c(Br)nc2c1c(=O)[nH]c(=O)n2C (stereo unspecified)	-3
CCN1C(=O)/C(=C\N2CCCc3ccccc32)SC1=S	-13
O=C(Nc1ccc2c(c1)OCO2)C1CCCN(S(=O)(=O)Cc2ccccc2)C1 (stereo unspecified)	-18
NC(=O)c1c(N)sc(=S)n1-c1ccccc1	-3
COc1ccc2nc(NC(=O)c3ccc(Cl)c([N+](=O)[O-])c3)sc2c1	1
Cc1ccc(CCNC(=O)C2CCCN(c3nc4ccccc4o3)C2)cc1 (stereo unspecified)	-10&-4
COc1ccc(-c2nnc3sc(CN4C(=O)c5ccccc5C4=O)nn23)cc1	-10
COc1ccc(CCN(CC(=O)NC2CCCC2)C(=O)CCC(=O)Nc2cc(C)on2)cc1OC	5
O=C(COc1ccc2ccccc2c1)N1CCCC1	4
Cc1cccc(-n2ncc3c(NCCCn4ccnc4)ncnc32)c1	2
O=S(=O)(NC1=NCCC1)c1cccs1	2
Cc1ccc(CSc2nc3ccccc3c(=O)n2Cc2ccccc2)cc1	0
NC(=O)C1CCN(C(=O)c2cccn3c(=O)c4c5c(sc4nc23)CCCC5)CC1	16
COc1ccccc1C1C(C(=O)Nc2cccc(C(F)(F)F)c2)=C(C)NC2=C1C(=O)CC(C)(C)C2 (stereo unspecified)	6

Continued.
14-3-3 PPI	structure
-3	Cc1ccc(CCNC(=O)CCS(=O)(=O)c2ccc(Br)cc2)cc1
-3	O=C(NCc1ccc2c(c1)OCO2)C1CCN(c2nc3ccccc3o2)CC1
-7	O=C(COC(=O)c1ccccc1NC(=O)c1ccco1)NCCC1=CCCCC1
-7	Cc1ccc(C2CC(C(F)(F)F)n3ncc(C(=O)N(Cc4ccccc4)Cc4ccccc4)c3N2)cc1 (stereo unspecified)
-5	O=C(Nc1cccc(C(F)(F)F)c1)N1CCN(c2ccccn2)CC1
-7	CCn1c(=O)n(CC(=O)NCCCOC)c(=O)c2ccccc21
-12	CCOC(=O)C1=C(c2ccccc2)NC(SCC(=O)Nc2ccc(C)cc2)=C(C#N)C1c1ccco1 (stereo unspecified)
1	COc1ccccc1Cn1c(SCC(=O)Nc2ccc(N(C)C)cc2)nc2ccccc2c1=O
-20	CC1CCN(S(=O)(=O)c2ccc3[nH]c(=O)cc(C(=O)NCc4ccc5c(c4)OCO5)c3c2)CC1
-4	COc1ccc(NC(=O)c2cc(Cl)ccc2NC(=O)c2ccco2)c(OC)c1
-5	Cc1cc(C(C)(C)C)n2nc(-c3ccccc3)cc2n1
-2	c1ccc(NCC2COc3ccccc3O2)nc1 (stereo unspecified)
-8	CC1(C)Cc2c(sc3[nH]c(=S)n(Cc4ccco4)c(=O)c23)CO1
0	CN1C(=O)C(O)(CC(=O)c2ccccn2)c2cc(Br)ccc21 (stereo unspecified)
-5	CC(=O)NC1C(=O)N=C(SCC(=O)Nc2cccc(Cl)c2)NC1=O (stereo unspecified)
-1	Cc1cccc(N(C)C(=S)Oc2ccc3ccccc3c2)c1
-9	COc1cccc(C2C3=C(CCCC3=O)Nc3nc(SC)[nH]c(=O)c32)c1 (stereo unspecified)
5	Cc1ccc(C)c(NC(=O)CSc2cn(Cc3ccc(F)cc3)c3ccccc23)c1
-7	COc1cccc2cc(C(=O)NCc3ccccc3)c(=Nc3ccc(C(=O)O)cc3)oc12
0&-3	C=C(C)CSc1nnc2[nH]c(=O)cc(N)n12
4	COc1ccc(O)c(-c2nc3c(C(C)(C)C)cc(C(C)(C)C)c(O)c3o2)c1
-45	CCOc1ccc2cc(C(N)=O)c(=Nc3ccccc3OC)oc2c1
1	CCOC(=O)CCS(=O)(=O)c1ccc(Cl)cc1
-12	CCN(CC(N)=O)S(=O)(=O)c1ccc(Br)cc1
0	OCCCNc1ncnc2ccc(Br)cc12
-6	Cc1cc(C)cc(NC2=C(Cl)C(=O)N(c3cccc(C)c3C)C2=O)c1
-7	COc1ccc(NC(=O)C2C3C=CC4(O3)C2C(=O)N(C2CCCC(C)C2C)C4C(=O)NC2CCCCC2)cc1 (stereo unspecified)
5	Cn1c(CCN2CCN(c3ccccc3)CC2)nc2cc(NC(=O)c3ccco3)ccc21
-15	COC(=O)C1=C(C)NC(=S)NC1c1cc2c(cc1Cl)OCO2 (stereo unspecified)
15	Cc1cc(NS(=O)(=O)c2ccc(NC(=O)Nc3ccc4c(c3)OCO4)cc2)no1
-6	CC(=O)c1ccc(C(C)(C)c2ccc(C(C)=O)s2)s1
0	O=C(Cn1nc(-c2ccccc2)c2ccccc2c1=O)N1CCCC1
-11	Cc1ccc(N2CC(C(=O)Nc3ccc(Br)cc3)CC2=O)cc1 (stereo unspecified)
-7	CCCCCn1c(CN2CCN(c3cc(Cl)ccc3C)CC2)nc2c1c(=O)[nH]c(=O)n2C
-2	CN1CCN(c2ccccc2NC(=O)c2cccc(OCc3ccccc3)c2)CC1
-7	COc1ccc(S(=O)(=O)N(CC(=O)N2CCCCC2)c2ccc(C)cc2)cc1
-10	CC(C)Oc1ccccc1C=Cc1[nH]c(=O)[nH]c(=O)c1[N+](=O)[O-]
2	O=C1c2ccc([N+](=O)[O-])cc2S(=O)(=O)N1Cc1ccccc1
-4	CC(Oc1ccc(Cl)cc1Cl)C(=O)NCCN1CCOCC1 (stereo unspecified)
0	CC(C)Oc1ccc(C(CC(=O)O)NC(=O)C2CCCCC2)cc1 (stereo unspecified)
1	CC(=O)N1CCc2ccc(C(=O)CN3CCN(c4cccc(C)c4C)CC3)cc21
-7	O=S(=O)(Nc1ccccc1Br)c1ccc2nc(-c3ccccc3)[nH]c2c1
1	Cc1ccc2[nH]c(=O)c(CN(CCCO)S(=O)(=O)c3c(C)ccc4nsnc34)cc2c1
-37	Cn1c(SCC(=O)Nc2sc3c(c2C#N)CCC3)nnc1C1COc2ccccc2O1 (stereo unspecified)
-13	COCc1cc(C)nc(SCc2ccccc2)c1C#N
-13	COc1ccccc1-c1ccc(=O)n(CC(=O)NCc2ccc3c(c2)OCO3)n1
-2	CC(=O)N/C(N)=N\c1nc2cc([N+](=O)[O-])ccc2o1
-6	CCOC(=O)C1C(=O)C=C(c2ccc(C)cc2)CC1c1cccc(F)c1 (stereo unspecified)
0&-7	O=C(c1ccco1)N1CCN(CC(=O)N2CCCc3c2c(=O)oc2ccc(O)cc32)CC1
-8	Cc1nn(-c2ccccc2)c2[nH]c(=O)c(CNc3ccc4c(c3)OCCO4)cc12
-1	O=C(CN1C(=O)c2cccc3cccc1c23)Nc1cccc(C(F)(F)F)c1
0	S=c1nc2ccccc2c2nc(CCN3CCCCC3)[nH]n12
-2	Nc1[nH]nc2nc(N3CCCC3)nc(-c3ccccc3)c12
10	O=C(CCN1C(=O)C2C3C=CC(C3)C2C1=O)N1CCN(c2ccccn2)CC1 (stereo unspecified)
-90	O=C(CSc1nc2c(cnn2-c2ccccc2)c(=O)[nH]1)Nc1ccc2c(c1)OCO2
-2	Cc1ccc([N+](=O)[O-])cc1N1C(=O)C2C3c4ccccc4C(c4ccccc43)C2C1=O (stereo unspecified)
-1	Cc1nn(-c2nc3ccccc3s2)c(N)c1Sc1ccc(F)cc1
-66	COC(=O)c1ccccc1NC(=O)c1cc(-c2ccc(C)s2)nc2ccccc12
-39	CCOc1ccc(Nc2nc3ccccc3nc2NS(=O)(=O)c2ccc(C)cc2)cc1
-3	CCOC(=O)CN1C(=O)C(CC)Oc2ccccc21 (stereo unspecified)

Remaining list, next part
14-3-3 PPI	structure
3	Cc1ccc(C(=O)N2CC(=O)Nc3ccc(Br)cc3C2c2ccc(F)cc2)cc1 (stereo unspecified)
0	Cc1ccc(Cl)cc1N1CCN(C(=O)Cc2c(C(=O)O)[nH]c3ccc(Cl)cc23)CC1
-6	CCOC(=O)C1=C(C)Nc2nc(SCc3ccccc3Cl)nn2C1c1ccc(Br)cc1 (stereo unspecified)
0	CC12CC(NC(=O)N1c1cccc(C(=O)NCc3ccccc3Cl)c1)c1cc(Cl)ccc1O2 (stereo unspecified)
-11	CCn1c(=S)[nH]c2sc3c(c2c1=O)CCCCC3
